Compound activity (PubChem)
bCat nuc transl – modulators of beta-catenin nuclear translocation | HeLa beta-catenin nuclear translocation, immunofluorescence imaging | nuclear translocation activity, % at 5 µM | actives 0.3% (n = 190,000) | AID 1665;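 active means nuclear translocation activity above 50% at 5 µM, with a well cell count of 50 or more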;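 further: per-cell ratio of nuclear to cytoplasmic median beta-catenin stain intensity; plate controls were DMSO negative control for no effect and GSK-3 inhibitor IX positive control for full effect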
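Signal – beta-catenin immunofluorescence imaging with DAPI · Test system – human HeLa cell line · Dosing – 5 µM primary single dose, 0.1% DMSO, 0.02–20 µM confirmation series · Measure – % activation, nuclear-to-cytoplasmic median beta-catenin signal ratio per cell · Incubation – 24 h compound exposure at 37°C, 5% CO2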
Dynein cargo inh – blocks dynein driven cargo transport along microtubules; 3617.4 mouse cells, GR-EGFP nuclear translocation imaging; test concentration mostly 20 µM; stimulated with dexamethasone, 1 µM; hits give low values; z-score, hits read low; actives 0.47% (n = 220,000);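 active means plate z-score of nuclear minus cytoplasmic receptor signal below a set negative limit, without overly bright fluorescence or cell loss, cut at about -3.5 in these data, passing the limit was not always enough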;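 further: z-score of nuclear minus cytoplasmic ring GR-EGFP intensity difference per well; some compounds called inactive have numbers as strong as hits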
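Buffer or medium: tet-free, stripped-serum medium; Also added: dexamethasone, 1.0 µM final; Technique: high-content fluorescence imaging after fixation; Times: 48 h induction, 1 h compound, 30 min dex at 37 °C; Read-out: per-cell GR-EGFP intensity, nucleus versus surrounding cytoplasmic ring, well-averaged.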
Yfh1-depleted yeast – mitochondrial function rescue without frataxin homolog – Friedreich's ataxia, plus single-dose screen, dose response (AID 1465). S. cerevisiae Yfh1-off respiration, WST-1 reduction, 72 h; higher fold induction means a stronger effect. fold induction at 50 µM, or EC50 in µM where a hit was titrated. actives 0.074% (n = 220,000);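 active means fold induction of absorbance versus untreated yeast above a set limit, then at least 30% activation at any dose in follow-up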;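 further: activators that raise dye reduction in frataxin-depleted yeast; strong numbers were not always called active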
HEK293 NOD2/NF-kB – NOD2 signaling inhibitors, cell-based, luminescence, uHTS, HEK293 (AID 1566) | HEK293 NOD2/NF-kB luciferase reporter, luminescence; higher % means a stronger effect | inhibition, % at 4 µM; hits with a dose series show EC50 in µM | actives 0.63% (n = 290,000); in the data active means inhibition above about 50%; further: many of its hits are not listed in these tables
WT yeast gro inh – growth inhibition of WT yeast, mitochondrial fusion screen | inhibition, % at 10 µM | mitochondrial fusion phenotypic screen, WT strain | actives 2.1% (n = 190,000); in the data active means inhibition above about 58%; tested in S. cerevisiae
Autophagy mod – autophagy modulation, high-content screen; MEF GFP-LC3 puncta imaging; test concentration mostly 10 µM; calls only at 10 µM (by protocol); actives 0.98% (n = 190,000); AID 463193;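 active means percentage of spot-positive cells more than 3 SD above its plate mean, without a fluorescence outlier flag or 80% toxicity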;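 further: spot-positive cell cutoff set from DMSO-treated cells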
MT stabilizer – microtubule stabilizers in HeLa cells | HeLa tubulin immunostaining HCS, 24 h; share of cells brighter than vehicle mean+2SD | % tubulin-high responders, % at 10 µM | actives 0.83% (n = 200,000);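 active means plate Z-score above 3 for both tubulin-high and condensed-nucleus cell shares, with cell loss under 80%, at 10 µM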;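 further: anti alpha tubulin signal scored within the nucleus-defined area of each cell; some results filed as inactive read as strong as hits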
Lipid droplet – modulators of hepatic lipid droplet formation | AID 1656 | inhibition, % at 6.5 µM | AML12 mouse hepatocytes, oleate lipid droplets, BODIPY imaging | actives 0.4% (n = 240,000);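 active means lipid droplet intensity inhibited by at least 50%, with more than 500 cells counted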
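Assay system: AML12 mouse liver cells | Compound dosing: One dose, 6.5 µM compound | Read-out basis: Droplet intensity reduction, % inhibition | Measured by: Fluorescence imaging, 20x objective, two fields per well | Schedule: Overnight treatment with compound plus oleate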
Insulin prom up – MIN6 insulin promoter up-regulation. z-score at 5 µM. actives 0.3% (n = 190,000). AID 1625. MIN6 insulin promoter-GFP reporter, high-content imaging; hits give high values;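 active means z-score above 3 at 5 µM with at least 500 cells counted in the well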
WT yeast gro inh mutant strain – recorded beside WT yeast gro inh, whose call it bears; inhibition, %; mitochondrial fusion phenotypic screen, mutant strain inhibition
Dynein cargo inh cytoplasmic EGFP – also measured in Dynein cargo inh; calls as there; z-score; measured here: cytoplasmic GR-EGFP intensity; hits give high values
Dynein cargo inh nuclear GR-EGFP – recorded beside Dynein cargo inh, whose call it bears; z-score; measured here: nuclear GR-EGFP intensity;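 lower value marks the stronger effect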
Dynein cargo inh cell count – further read-out of Dynein cargo inh, marked with its call; z-score; measured here: cell count per field
Insulin prom up cell count – recorded beside Insulin prom up, whose call it bears; cell count; measured here: cytotoxicity, nuclei count;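 total cells summed across four imaged fields per well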
Lipid droplet cells 6.5 µM – second read-out of Lipid droplet, no call of its own (marks repeat the call); cell count; measured here: cell count, cytotoxicity flag;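 cells counted across two imaged fields per well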
bCat nuc transl cell count 5 µM – second read-out of bCat nuc transl, no call of its own (marks repeat the call); cell count; measured here: cell count, cytotoxicity flag
MT stabilizer Hoechst-high % – also measured in MT stabilizer; calls as there; % Hoechst-high responders; measured here: nuclear condensation Hoechst responders;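 share of cells brighter than vehicle mean plus two SD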
MT stabilizer cytotoxicity % – recorded beside MT stabilizer, whose call it bears; toxicity, %; measured here: cytotoxicity by cell density;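 0% = mean cell density of plate MIN control wells and 100% = no cells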
Autophagy mod cell loss 18 h – further read-out of Autophagy mod, marked with its call; toxicity, %; measured here: cell loss, nuclei count;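 cell loss after 18 h compound exposure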
An asterisk follows results filed as active; i = inactive; x = no result given. These rows are one share of the data, so the mix of outcomes need not match the whole.

SMILES	bCat nuc transl	bCat nuc transl cell count 5 µM	Dynein cargo inh	Dynein cargo inh cytoplasmic EGFP	Dynein cargo inh nuclear GR-EGFP	Dynein cargo inh cell count	Yfh1-depleted yeast	HEK293 NOD2/NF-kB	WT yeast gro inh	WT yeast gro inh mutant strain	Autophagy mod	Autophagy mod cell loss 18 h	MT stabilizer	MT stabilizer Hoechst-high %	MT stabilizer cytotoxicity %	Lipid droplet	Lipid droplet cells 6.5 µM	Insulin prom up	Insulin prom up cell count
CNc1cnn(-c2ccccc2)c(=O)c1Cl	-0.6	1376	-0.22	-0.038	0.61	0.039	i	-3%	36	18	i	4	2.5	1.2	5.8	x	x	0.52	1597
FC(F)(F)c1cccc(N/N=C/c2ccccc2)c1	0.3	1172	-0.83	-0.17	-0.54	0.19	i	-68%	38	18	i	4	5.1	2.3	8.6	22	597	0	1342
O=C(NCCCN1CCOCC1)c1ccc(CS(=O)(=O)Cc2ccccc2Cl)o1	0.4	1361	0.074	-0.36	-0.026	-0.69	i	3%	-3	3	i	20	3.6	3.9	1.6	x	x	0.27	1516
CCN(CC)C(=O)CSc1nnc(CNc2ccc(F)cc2)o1	-0.9	1382	0.97	-0.029	-0.06	-1.2	i	5%	17	-1	i	-2	2.8	1.6	3.7	x	x	-0.32	1627
COc1cc(NC(=O)C2CCCN(S(=O)(=O)c3cccc4nsnc34)C2)cc(OC)c1 (stereo not drawn)	-2.9	868	-0.56	-0.15	-0.024	-0.044	x	9%	8	4	i	17	5.0	4.0	5.8	x	x	-0.48	1292
CCOc1ccc(-c2nc(N)ncc2-c2ccccc2OC)c(O)c1	-0.3	1300	0.29	-0.26	0.092	0.86	i	-5%	x	x	x	x	x	x	x	7	751	-0.46	1317
Cc1cnc(NC(=O)c2cccc(S(=O)(=O)N3CC(C)OC(C)C3)c2)s1 (stereo not drawn)	-0.3	996	0.59	-0.33	1.1	-0.97	i	6%	15	15	i	17	5.8	3.5	12	7	682	-0.66	1097
O=C(NCCCN1CCOCC1)C1CC(=O)N(CCc2ccccc2)C1 (stereo not drawn)	x	x	1.4	-0.24	0.55	-0.73	i	17%	-13	-3	i	-1	3.2	1.6	4.2	-15	723	-0.1	1101
Cc1ccc(S(=O)(=O)N2CCC(C(=O)N3CCC(C(=O)NCc4cccnc4)CC3)CC2)cc1	x	x	-0.47	-0.19	0.28	0.66	i	-12%	-8	-4	i	0	2.7	2.3	9.7	-16	713	0.42	1216
COc1ccccc1Nc1c([N+](=O)[O-])cc(C)cc1[N+](=O)[O-]	-1.3	591	0.46	-0.28	0.39	-0.17	i	-3%	-4	-1	i	8	1.6	2.2	13	-21	747	x	x
O=C(O)c1cc2nc(-c3ccc(F)cc3)cc(C(F)(F)F)n2n1	-1.3	1191	-0.66	-0.25	-0.074	1.4	i	1%	9	10	i	-12	1.3	1.9	10	-1	791	1.8	1187
C/C(CC1(O)C(=O)N(Cc2ccccc2)c2ccccc21)=N\O (stereo not drawn)	0.0	1009	-0.9	-0.31	-0.37	0.59	i	2%	-2	-10	i	-4	2.9	3.8	4.7	-57	654	0.03	1523
Cc1c(Br)cc(-c2nnco2)cc1Br	-0.4	844	1.8	-0.27	0.9	-1.1	i	20%	0	18	i	23	6.1	4.3	0.9	x	x	-0.53	1126
COC(=O)c1cc(C#N)c(OC)nc1C	3.9	1155	-0.28	-0.24	-0.23	0.55	i	13%	-6	9	i	-7	1.8	2.2	5.6	9	716	-1.2	1240
O=C(Oc1ccccc1)c1ccccc1OS(=O)(=O)c1ccccc1	-1.2	1205	-0.23	-0.16	0.3	0.13	i	-1%	-4	11	i	36	2.3	1.6	7.5	-14	767	0.12	948
FC(F)Oc1ccc(/C=N/N2CCCCC2)c(OC(F)F)c1	0.9	1099	-0.47	-0.31	0.18	0.94	i	-4%	-18	11	i	-6	4.6	3.9	12	33	673	-0.51	1256
Cc1c(C)c2c(C)nn(-c3ccccc3)c2[nH]c1=O	0.8	1163	-1.2	-0.33	-0.47	0.75	i	25%	-9	6	i	8	3.4	1.9	8.7	x	x	-0.74	1451
CCOC(=O)c1cc2cc([N+](=O)[O-])cc(OC)c2oc1=O	-0.1	1537	-0.31	-0.3	0.035	0.65	i	17%	-4	-1	i	-8	3.0	1.4	4.3	2	750	0.36	1340
Cc1ccnc(N/C=C(/NC(=O)c2ccccc2)C(=O)NN)n1	-0.1	1065	0.35	-0.31	0.18	-0.81	i	6%	-12	-30	i	3	3.0	2.4	7.9	10	644	0.47	1613
COc1ccccc1N1CCN(CC(O)COCCOc2ccc(Br)cc2)CC1 (stereo not drawn)	-2.6	513	0.22	-0.24	0.11	0.29	i	-11%	12	20	i	4	3.4	1.3	4.5	-6	591	-0.35	1321
CC(=O)c1nnn(-c2ccc(F)cc2F)c1C	1.7	1257	-0.32	0.02	-0.067	0.51	i	17%	x	x	x	x	x	x	x	-15	634	-0.05	1068
CCOc1ccc2[nH]cc(C(=O)NCCCN3CCOCC3)c(=O)c2c1	-0.6	1106	0.91	-0.13	0.85	-1.3	i	16%	-11	7	i	-1	3.0	3.1	9.5	-14	628	-0.21	1419
CCOC(=O)N1CCC(NC(=O)c2ccc(N3CCC4(CC3)OCCO4)c([N+](=O)[O-])c2)CC1	-0.3	1103	-0.7	-0.35	-0.069	0.62	i	32%	-2	-9	i	-13	x	x	x	5	641	-1.1	1242
CCOc1ccc(/C=C/c2c([N+](=O)[O-])c(=O)n(C)c(=O)n2C)cc1	-0.7	958	0.77	0.89	1.4	-2.3	i	-11%	-12	-14	i	15	1.5	2.3	10	2	613	0.05	1484

Three entries already listed, arranged by their value in Dynein cargo inh cytoplasmic EGFP, smallest number first.
mol	Dynein cargo inh	Dynein cargo inh cytoplasmic EGFP	Dynein cargo inh nuclear GR-EGFP	Dynein cargo inh cell count	HEK293 NOD2/NF-kB	WT yeast gro inh mutant strain	MT stabilizer Hoechst-high %
Cc1ccnc(N/C=C(/NC(=O)c2ccccc2)C(=O)NN)n1	0.35	-0.31	0.18	-0.81	6%	-30	2.4
O=C(O)c1cc2nc(-c3ccc(F)cc3)cc(C(F)(F)F)n2n1	-0.66	-0.25	-0.074	1.4	1%	10	1.9
CNc1cnn(-c2ccccc2)c(=O)c1Cl	-0.22	-0.038	0.61	0.039	-3%	18	1.2

Later entries:
SMILES	bCat nuc transl	bCat nuc transl cell count 5 µM	Dynein cargo inh	Dynein cargo inh cytoplasmic EGFP	Dynein cargo inh nuclear GR-EGFP	Dynein cargo inh cell count	Yfh1-depleted yeast	HEK293 NOD2/NF-kB	WT yeast gro inh	WT yeast gro inh mutant strain	Autophagy mod	Autophagy mod cell loss 18 h	MT stabilizer	MT stabilizer Hoechst-high %	MT stabilizer cytotoxicity %	Lipid droplet	Lipid droplet cells 6.5 µM	Insulin prom up	Insulin prom up cell count
O=C(N1CCCCC1)N1CCN(C(=O)N(c2ccccc2)c2ccccc2)CC1	x	x	0.89	-0.23	0.26	-0.33	i	13%	5	-43	i	18	5.2	2.1	6.1	4	695	x	x
CCOC(=O)CSc1nnc(CCc2nc3ccccc3[nH]2)n1C	x	x	-0.4	-0.24	0.094	-0.16	i	10%	-13	2	i	0	2.3	0.0	20	0	712	0.07	1245
CC(NC(=O)CCC(=O)N1CCN(S(=O)(=O)c2ccc(Cl)cc2)CC1)c1ccccc1 (stereo not drawn)	-2.0	934	-0.37	-0.17	-0.019	0.41	i	4%	-2	16	i	5	3.7	3.0	6.5	-4	725	-0.16	1317
CC1=C(/C=N/Nc2ccc([N+](=O)[O-])cc2[N+](=O)[O-])C(C)(C)CCC1	0.1	1256	-0.14	-0.31	-0.13	0.12	i	22%	17	4	i	1	1.9	2.8	4.4	72*	651*	-0.07	1285
Cc1cc(NC(=S)NC(=O)c2ccccc2)ccc1-c1cc2ccccc2oc1=O	0.1	907	0.17	-0.29	-0.057	0.17	i	2%	-2	4	i	-4	15*	20*	21*	-2	648	0.21	896
Cc1ccc(Cl)cc1NC(=S)NCCCSC1CCCCC1	-0.1	1071	1.4	-0.17	0.56	-0.81	i	-26%	86*	64*	i	18	3.8	1.3	2.7	-30	727	x	x
O=C(Nn1cnc2ccccc2c1=O)c1ccccc1	-0.2	1488	-0.67	-0.35	-0.36	1.9	i	-7%	10	-6	i	-2	8.1	1.7	11	-1	664	-0.12	1401
O=Cc1cccn1-c1ccccc1	-0.5	1181	-0.22	-0.76	0.3	0.42	i	1%	x	x	x	x	x	x	x	6	673	0.16	1130
CCCOc1ccc(/C=N/NC(=O)C(=O)Nc2ccccn2)cc1	-1.4	1130	-0.28	-0.28	-0.23	0.52	i	15%	-2	-18	i	-9	3.5	2.7	5.1	-3	634	0.4	1318
Cc1ccccc1-c1nc(CS(=O)CC(=O)NCCN2CCN(Cc3ccccc3)CC2)c(C)o1 (stereo not drawn)	x	x	-0.46	-0.23	0.098	0.46	i	15%	7	-4	i	9	4.6	3.1	7.5	x	x	x	x
